Source: PubChem BioAssay (several laboratories)
GPR7 antagonist: GPR7 receptor antagonists, primary screen, cell-based, fluorescence, single concentration | inhibition, % at 4.4 µM | GPR7-expressing cells, fluorescence antagonist assay | AID 1861, 2009 | Neuropeptides B/W receptor type 1 (Homo sapiens), P48145 | 290,000 tested, 1.1% active; in the data active = inhibition above about 16%, passing the limit was not always enough;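 also: cells stimulated with the agonist NPW; 0% = agonist with vehicle and 100% = vehicle without agonist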
OXTR ag: human OXTR agonists, primary screen, fluorescence, CHO-OTR cells, Fluo-8 calcium; activation, % at 3 µM; 320,000 tested, 0.32% active; Oxytocin receptor (Homo sapiens), P30559; Fluo-8 calcium fluorescence; normalized: DMSO 0%, oxytocin 100%;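 active = activation above the mean of all tested compounds plus 3 SD, cutoff set per screening run, cut at about 20% in these data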;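 also: peak over basal fluorescence ratio from a 100 s FLIPR kinetic read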
MEKK2mut PB1 HTS: MEK5 binding signal on mutant MEKK2 PB1, primary screen, biochemical, multiplex bead flow cytometry, Alexa488-MEK5 | percent response, % at 10 µM | 290,000 tested, 0.35% active | Alexa488-MEK5 binding to MEKK2 mutant; in the data active = percent response above about 24%, passing the limit was not always enough; also: inactives centre near 1; some results filed as inactive read as strong as hits; reference of the scale not given here
M18AAP inhibitor: PfM18AAP inhibitors, malaria aminopeptidase, primary screen, biochemical, QFRET, recombinant enzyme | M18 aspartyl aminopeptidase (Plasmodium falciparum 3D7) | H-Glu-NHMec fluorogenic cleavage | inhibition, % at 7.35 µM | 290,000 tested, 1.2% active | AID 1822, 2009;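 active = inhibition above the campaign mean inhibition over all tested compounds plus 3 SD, cut at about 28% in these data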;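 also: 0% = plate median of test compound wells and 100% = 2 mM ZnCl2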
NALP1 yeast inh: NALP1 inflammasome inhibitors in reconstituted yeast, colorimetric, S. cerevisiae, triplicate retest; 280,000 tested, 0.61% active; S. cerevisiae NALP1/ASC/caspase-1 growth, X-gal OD620, 72 h; inhibition, % at 10 µM; in the data active = inhibition mostly above about 24%, no sharp cut-off; inactive = mostly below about 32%; also: some compounds called inactive have numbers as strong as hits
MEKK3 PB1 HTS: modulators of MEKK3-MEK5 PB1 binding, primary screen, biochemical, wildtype MEKK3, multiplex bead flow cytometry, Alexa488-MEK5. bead-based flow cytometry, Alexa488-MEK5 binding to MEKK3; actives lie on both sides; 0 = blocked by unlabeled MEK5, 100 = vehicle. binding response (% of control), % at 10 µM. AID 1529, 2009. Mitogen-activated protein kinase kinase kinase 3 (Homo sapiens), Q99759. 290,000 tested, 1.4% active;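 active = binding response more than 3 SD above or below the average of its plate-row segment, actives on both sides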;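 also: Alexa488 bead fluorescence after subtracting the streptavidin-only scavenger bead signal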
Target sequence (Q99759 whole entry, looked up): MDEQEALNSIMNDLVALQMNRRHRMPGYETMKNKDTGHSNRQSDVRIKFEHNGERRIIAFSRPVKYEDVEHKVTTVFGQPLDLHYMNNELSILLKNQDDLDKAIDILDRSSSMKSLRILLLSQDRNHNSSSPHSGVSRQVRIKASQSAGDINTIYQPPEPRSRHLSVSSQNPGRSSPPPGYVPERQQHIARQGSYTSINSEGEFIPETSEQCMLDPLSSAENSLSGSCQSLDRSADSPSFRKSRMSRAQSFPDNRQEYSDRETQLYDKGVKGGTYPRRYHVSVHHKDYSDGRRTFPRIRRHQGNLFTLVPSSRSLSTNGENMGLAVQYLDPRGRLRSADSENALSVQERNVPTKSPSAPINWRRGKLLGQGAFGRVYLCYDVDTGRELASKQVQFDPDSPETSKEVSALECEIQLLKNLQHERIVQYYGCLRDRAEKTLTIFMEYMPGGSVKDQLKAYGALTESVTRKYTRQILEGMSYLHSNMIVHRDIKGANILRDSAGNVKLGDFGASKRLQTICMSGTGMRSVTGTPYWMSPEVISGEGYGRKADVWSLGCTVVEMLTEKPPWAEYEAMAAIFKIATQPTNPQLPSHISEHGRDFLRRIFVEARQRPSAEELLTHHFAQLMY
PHOSPHO1 inh: PubChem AID 1565 | recombinant PHOSPHO1, absorbance phosphatase assay | 290,000 tested, 1.1% active | inhibition, % at 13.3 µM; in the data active = inhibition above about 60%
Target sequence (Q8TCT1 whole entry, looked up): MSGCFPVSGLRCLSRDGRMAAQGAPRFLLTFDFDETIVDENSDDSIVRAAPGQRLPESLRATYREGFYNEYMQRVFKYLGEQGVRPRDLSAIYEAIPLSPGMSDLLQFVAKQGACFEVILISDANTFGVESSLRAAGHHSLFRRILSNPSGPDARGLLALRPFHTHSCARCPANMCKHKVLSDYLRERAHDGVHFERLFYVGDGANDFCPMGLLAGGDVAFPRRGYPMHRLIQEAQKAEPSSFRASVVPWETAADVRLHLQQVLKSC
MEKK2wt PB1 HTS: modulators of MEK5 binding to wildtype MEKK2, primary screen, biochemical, multiplex bead flow cytometry, Alexa488-MEK5. Alexa488-MEK5 binding to MEKK2 WT; actives lie on both sides. binding response (% of control), % at 10 µM. 290,000 tested, 1.1% active. AID 1531, 2009; in the data active = binding response below about 67% or above about 130%
DNA FID counter: compounds displacing fluorescent DNA intercalator, primary screen, artefact control for HCV NS3 helicase inhibitor project, biochemical, FID fluorescence; AID 1845, 2009; 290,000 tested, 0.17% active; DNA fluorescent intercalator displacement; inhibition, % at 7.9 µM; in the data active = inhibition above about 37%;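 also: 0% = vehicle and 100% = reference compound; higher means more ethidium bromide displaced from hairpin DNA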
Starred values were filed as active, the others as inactive; x = not tested or not shown.

SMILES	GPR7 antagonist	OXTR ag	MEKK2mut PB1 HTS	M18AAP inhibitor	NALP1 yeast inh	MEKK3 PB1 HTS	PHOSPHO1 inh	MEKK2wt PB1 HTS	DNA FID counter
COc1cc(/C=N/N=C2/NC(=O)C(c3ccccc3)S2)ccc1O (stereo unspecified)	-16	-0.1	x	20	-2	x	67*	x	2
CC(=O)N1CCN(CC(=O)O)CC1	-11	0.1	-12	2	18	98	9	92	6
CCOCCCNC(=O)c1cn(CC)c2ccc(S(=O)(=O)N3CCC(C)CC3)cc2c1=O	7	-1.9	-1	-3	10	99	34	101	-28
CN1CCN(CCC(=O)N/N=C/c2cc([N+](=O)[O-])ccc2OC(F)F)CC1	-6	0.9	-8	-6	11	99	40	94	5
COc1ccc(CC(=O)NC2=NCCS2)cc1	4	-1.0	2	-1	-1	100	10	102	1
CCN1CCCC1CNC(=O)c1ccc(Sc2ccccc2Cl)c([N+](=O)[O-])c1 (stereo unspecified)	21	11	8	-2	21	101	-8	135	29
CCn1c(C)cc2c(c1=O)C(c1ccc3c(c1)OCO3)C(C#N)=C(N)O2 (stereo unspecified)	-13	0.0	2	1	-14	103	8	102	-4
COC(=O)c1cc(C(=O)c2cc(Cl)ccc2O)coc1=N	-12	-0.1	4	1	12	101	30	101	-1
CC(=O)NNC(=O)c1ccncc1	-13	0.5	0	7	15	80	-2	101	0
O=C(CC12CC3CC(CC(C3)C1)C2)NCO	-8	1.0	-2	4	0	96	12	97	3
Cc1ccc2nc(SCC(=O)NCc3ccco3)c(C)cc2c1	1	-2.4	-10	-8	8	98	32	86	-22
COc1ccc(N2CCN(C(=O)CCc3cc(OC)c(OC)c(OC)c3)CC2)cc1	-9	-0.2	13	4	4	102	11	100	-28
CC(C)Cc1nc2sc3c(=O)[nH]cnc3c2c2c1CCC2	0	-0.4	-4	0	25	96	-2	97	-1
Cn1cccc1Cc1nnc(SCC(=O)NCCc2ccccc2)n1C	-10	-0.1	-6	0	-1	92	-7	91	-23
CC(=O)c1cnc2c(-c3ccccc3)cnn2c1C	21	1.1	1	-8	6	101	6	100	-5
CCCCCc1c(C)nc(N2CCOCC2)[nH]c1=O	5	0.8	0	-1	38	101	7	98	-4
CCCS(=O)c1nc(C)cc(C)c1S(C)(=O)=O (stereo unspecified)	-15	0.2	-6	2	27	102	-27	98	-1
CCNC(=O)NC(=O)COC(=O)CCCSc1nc2ccccc2[nH]1	-16	-0.8	x	-13	18	x	25	x	1
O=C(CSc1nnc(C2COc3ccccc3O2)o1)N1CCCC1 (stereo unspecified)	-17	0.5	4	8	6	114	-102	109	-2
CCOc1ccc(CCNC(=O)c2cc3sccc3n2CC)cc1OCC	-2	-3.0	1	-7	21	99	-22	100	-32
COc1ccc(-c2cc(Nc3ccccc3NC(=O)C(F)(F)F)n(CCC#N)n2)cc1	-4	5.5	-4	-3	15	89	-1	91	-15
CCOc1nc(-c2ccc(OC)cc2)ccc1-c1noc(C)n1	0	-1.0	5	2	12	107	-3	104	-6
CN(/C(=N\S(=O)(=O)c1ccccc1)C(F)(F)F)c1ccccc1	3	0.5	6	-10	2	102	32	103	-2
CN(C)c1ccc(S(=O)(=O)c2ccc(Cl)cc2)cc1	-1	1.6	x	4	8	x	14	x	-3
Cc1cccc(/C=N/n2c(-c3ccco3)n[nH]c2=S)c1	-10	-3.1	-3	15	-12	103	40	102	-16
COc1ccc(/C=C2\SC(=S)N(CC(=O)OCC(=O)Nc3cc(Cl)cc(Cl)c3)C2=O)cc1	-6	-0.2	-14	14	x	92	8	88	-3
Cn1c(C(N)=O)cnc1Sc1ncc(C(F)(F)F)cc1Cl	-24	-0.3	5	-2	1	101	1	102	-1
Cn1c(N2CCCC2)nc2c1c(=O)[nH]c(=O)n2C	-19	0.8	16	2	-3	109	29	117	-2
O=C(c1ccc2nc(Cc3ccccc3F)oc2c1)N1CCCC1	7	0.1	9	-1	7	103	23	106	-23
COc1cccc(-c2csc(N3CCN(C(=S)Nc4ccccc4Cl)CC3)n2)c1	-1	0.9	-2	0	-8	95	35	95	-4
C#CCNC(=O)C1=C[C@@H](c2ccc3c(c2)OCO3)[C@H](CCCO)[C@@H](OCC)O1	9	-0.3	4	12	14	96	14	91	-18
CCOc1ccc(N(CC(=O)NCCc2ccccc2)C(=O)c2csnn2)cc1	-5	-1.1	11	3	-13	103	13	105	-34
Cc1ccc(NS(=O)(=O)c2c(C)[nH]c(C)c2C(=O)N2CCCC2)cc1Cl	10	2.2	3	-2	-1	96	22	100	-28
O=C(NCc1ccccc1)C(c1cccs1)N(Cc1cccs1)C(=O)c1cnccn1 (stereo unspecified)	-8	1.0	3	-5	0	104	4	104	-26
Nc1ccc2c3c(cccc13)CC2	1	46*	1	27	17	101	16	96	-7
CCOC(=O)c1c(S(=O)(=O)NCC(=O)Nc2ccc(OC)cc2)c(C)n(C)c1C	-10	-1.2	-1	-1	18	101	7	101	-16
O=C(Nc1ccc2c(c1)OCCO2)c1cc2sccc2n1Cc1ccccc1	1	-0.6	7	4	1	107	8	105	-7
CCC1=[N+]([O-])C(C)(/C(C)=N\O)N(O)C1(C)C (stereo unspecified)	2	1.5	0	27	26	101	36	101	1
CN1CCc2c(n(CC(O)CN(CCO)CCO)c3ccccc23)C1=O (stereo unspecified)	-5	-0.1	2	2	5	100	-11	106	15
CC(C)c1cccc(C(C)C)c1NC(=O)COc1nncc2ccccc12	-11	-1.5	-1	6	36	106	0	102	-19
Cc1ccccc1NS(=O)(=O)c1csc(C(N)=O)c1	-6	1.6	1	-6	1	100	11	100	-7
CCOc1ccc(-n2c(=S)sc3c(=O)[nH]c(SCC(=O)N4CCC(C)CC4)nc32)cc1	-1	-0.8	-1	17	21	96	22	95	-15
O=C1C=C(Nc2ccc(O)cc2)CC(c2ccco2)C1 (stereo unspecified)	-4	1.5	1	42*	-31	98	-29	90	-5
CCn1c(C(C)NC(=O)c2cccs2)n[nH]c1=S (stereo unspecified)	-5	1.0	0	19	27	104	-31	104	0
CC(C)(C)C1COc2ccccc2N1C(=O)c1ccccc1Cl (stereo unspecified)	-28	-2.7	5	3	-6	100	20	97	-35

Taken from above:
CCOc1ccc(N(CC(=O)NCCc2ccccc2)C(=O)c2csnn2)cc1 in MEKK2wt PB1 HTS is listed with 105
CCOc1ccc(-n2c(=S)sc3c(=O)[nH]c(SCC(=O)N4CCC(C)CC4)nc32)cc1 in OXTR ag is listed with -0.8
Cc1ccccc1NS(=O)(=O)c1csc(C(N)=O)c1 in M18AAP inhibitor is listed with -6
CN1CCc2c(n(CC(O)CN(CCO)CCO)c3ccccc23)C1=O (stereo unspecified) in MEKK2wt PB1 HTS is listed with 106

Some of these compounds in order of the MEKK2wt PB1 HTS value, high to low:
smiles	MEKK2wt PB1 HTS
O=C(c1ccc2nc(Cc3ccccc3F)oc2c1)N1CCCC1	106
CN(/C(=N\S(=O)(=O)c1ccccc1)C(F)(F)F)c1ccccc1	103
Cc1ccc2nc(SCC(=O)NCc3ccco3)c(C)cc2c1	86

Next section
SMILES	GPR7 antagonist	OXTR ag	MEKK2mut PB1 HTS	M18AAP inhibitor	NALP1 yeast inh	MEKK3 PB1 HTS	PHOSPHO1 inh	MEKK2wt PB1 HTS	DNA FID counter
C/C(=N\n1c(C)cc(C)c(C#N)c1=O)c1cccs1	-14	-0.1	-2	3	-2	93	36	96	-4
Cc1ccc(N2CC(C(=O)Nc3ccc(S(=O)(=O)NCC4CCCO4)cc3)CC2=O)cc1 (stereo unspecified)	-3	-0.2	8	-2	-3	103	37	105	-39
Cn1cc(CN(Cc2ccccc2)C[C@@H]2CCC(=O)N2)c(-c2ccccc2F)n1	-3	-0.3	-6	10	-10	100	-8	93	-12
CCOC(=O)N1CCN(c2cc(=O)n(-c3ccc(OCC)cc3)c(=O)[nH]2)CC1	-6	0.2	4	0	12	99	9	100	-13
O=C1/C(=C/c2cccc([N+](=O)[O-])c2)Oc2cc(O)ccc21	5	13	1	4	13	108	28	110	10
O=C(Nc1ccc(F)cc1)c1ccc(S(=O)(=O)NCc2cccnc2)cc1	-7	4.7	5	2	-1	99	13	100	-6
c1ccc2c(N3CCCCC3)nnc(N3CCCCC3)c2c1	-7	x	5	5	14	96	3	100	-4
O=C(NCc1ccccn1)Nc1cc(Cl)ccc1Cl	-4	-1.0	6	-3	10	104	-16	104	-4
Cc1ccc(NC(=O)CN(C)S(=O)(=O)c2cccc3cccnc23)cc1	-9	0.4	5	6	-17	107	17	108	-20
COc1ccc(Cn2cnc3c([N+](=O)[O-])c(C)c(C)cc32)cc1	-16	0.2	0	7	1	102	-14	96	-16
COc1ccc(-n2c(SCC(=O)Nc3ccccc3)nc(O)cc2=O)cc1	-4	1.5	-4	2	x	99	37	97	-23
COCCCn1c(C(=O)Nc2ccc3c(c2)OCO3)cc2c(=O)n3ccccc3nc21	-19	-0.5	4	2	10	108	13	105	-19
COc1ccc(OC)c(NC(=O)COC(=O)c2ccc(-n3cnnn3)cc2)c1	-3	0.1	-3	-5	3	100	-2	98	-2
Cc1ccc(S(=O)(=O)CCC(=O)Nc2ccccc2C)cc1	-9	-1.4	3	-5	4	103	48	111	-6
O=C(N/N=C/c1ccc([N+](=O)[O-])cc1)c1cc2ccccc2o1	-4	0.0	15	3	8	101	16	103	2
COc1ccc(-c2csc(Cc3nnc(N4CCOCC4)n3-c3ccccc3)n2)cc1OC	-8	-1.2	4	0	26	97	19	95	-32
Cc1nc(N(C)C)c2sc(=S)n(-c3ccccc3)c2n1	-3	-2.0	-1	0	-19	94	-5	97	-3
CC1(C(=O)N/N=C/c2ccc3c(c2)OCO3)CC1(Br)Br (stereo unspecified)	-14	0.0	0	-3	-6	96	-2	100	-9
COc1cc(Cl)cc(C2NC(=S)NC(c3ccccc3)=C2C(C)=O)c1OCC(=O)O (stereo unspecified)	-17	-0.3	2	7	23	101	15	98	-41
O=C(Nc1ccc(S(=O)(=O)N2CCCCC2)cc1)C1CC(=O)N(c2ccc(Cl)cc2)C1 (stereo unspecified)	1	1.9	1	5	-4	103	23	101	-26
CN1C(=S)SC(/[N+]([O-])=C/c2c(F)cccc2Cl)C1(C)C (stereo unspecified)	-13	0.7	1	6	-7	103	12	103	-2
COc1ccc(C(=O)NCC(=O)NCC(=O)OCC(=O)c2ccc(Br)cc2)cc1	-5	-1.2	-2	4	10	99	28	94	-12
O=S(=O)(c1ccc(NC(=S)Nc2ccc3c(c2)OCO3)cc1)N1CCOCC1	-1	0.3	-1	-4	27	111	-8	107	3
C=CCc1ccc(OCCOCCN(C)C)c(OC)c1	-3	0.7	3	18	3	97	5	103	1
O=C(Nc1c2c(nn1-c1ccc([N+](=O)[O-])cc1)CS(=O)(=O)C2)c1ccco1	1	-1.6	0	-5	14	97	32	98	1
CC(Sc1ccc2nnc(-c3ccc(F)cc3)n2n1)C(=O)O (stereo unspecified)	-15	0.0	7	2	10	105	-40	103	-1
CC(C)c1nnc(NC(=O)CCC(=O)NCC2CCCO2)s1 (stereo unspecified)	-7	-0.7	-8	6	15	99	-5	101	-3

By substructure: the compounds so far with bromine.
SMILES	GPR7 antagonist	OXTR ag	MEKK2mut PB1 HTS	M18AAP inhibitor	NALP1 yeast inh	MEKK3 PB1 HTS	PHOSPHO1 inh	MEKK2wt PB1 HTS	DNA FID counter
CC1(C(=O)N/N=C/c2ccc3c(c2)OCO3)CC1(Br)Br (stereo unspecified)	-14	0.0	0	-3	-6	96	-2	100	-9
COc1ccc(C(=O)NCC(=O)NCC(=O)OCC(=O)c2ccc(Br)cc2)cc1	-5	-1.2	-2	4	10	99	28	94	-12
